# CBFb-RUNX1 inh: inhibitors of human CBF-beta and RUNX1 interaction; AlphaScreen CBFb-His/RUNX1-biotin binding, biochemical; Q01196+Q13951; AID 1477; 230,000 tested, under 10 active; Potency, µM (series often up to 59.8 µM), without a hit: top-dose activity, negative = inhibition, usual class: inhibitors; also: % of control where 0% means no effect
# Target sequence (Q01196 whole entry, looked up): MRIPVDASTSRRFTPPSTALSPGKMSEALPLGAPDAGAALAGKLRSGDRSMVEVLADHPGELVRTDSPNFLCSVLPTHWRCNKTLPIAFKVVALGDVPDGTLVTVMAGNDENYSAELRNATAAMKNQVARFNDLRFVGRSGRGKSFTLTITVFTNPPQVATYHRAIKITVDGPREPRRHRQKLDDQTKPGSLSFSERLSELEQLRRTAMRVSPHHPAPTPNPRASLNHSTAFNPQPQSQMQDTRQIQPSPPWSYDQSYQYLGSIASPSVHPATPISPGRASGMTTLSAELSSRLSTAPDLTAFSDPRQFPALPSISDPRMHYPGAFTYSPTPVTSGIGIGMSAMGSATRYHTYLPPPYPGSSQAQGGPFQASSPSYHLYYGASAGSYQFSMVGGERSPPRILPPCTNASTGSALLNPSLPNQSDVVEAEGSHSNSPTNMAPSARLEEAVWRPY
# Target sequence (Q13951 whole entry, looked up): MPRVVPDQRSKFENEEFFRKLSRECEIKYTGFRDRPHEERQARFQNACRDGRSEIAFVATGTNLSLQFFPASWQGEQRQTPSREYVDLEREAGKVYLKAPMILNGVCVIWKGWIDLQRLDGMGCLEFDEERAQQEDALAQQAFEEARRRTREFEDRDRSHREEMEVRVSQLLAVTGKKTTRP
#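 CBF-beta (His) and RUNX1 (biotin), 30 nM each; 20 min preassociation; + compound, 15 min; + beads 50 ng each (Ni, streptavidin), 90 min; RT; AlphaScreen read.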
# HttQ103 aggreg: mutant huntingtin aggregation inhibition. 220,000 compounds, 1.1% hits. PC12 HttQ103-GFP aggregates, Acumen cytometry, 40 h. Potency, µM (top dose mostly 46.1 µM), inactives show top-dose activity change, negative = inhibition, most hits filed as inhibitors. AID 1688; also: potency is read from the fitted curve at half-maximal effect; % is scaled to controls: 0 for no effect and ±100 for the full control effect; nearly all actives have a fitted effect of over 60% in size
#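 Ecdysone-promoter PC12 model expressing HTT exon 1 Q103 fused to GFP, induced by tebufenozide at 100 nM final. Compounds titrated; aggregates sized 1–25 µm scored on a 488 nm laser cytometer.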
# Epigenetic derep: epigenetic control regulation, reporter derepression. murine LDR cells, GFP reporter derepression, 30 h. Potency, µM (titrated, usually from 53.9 µM), for the others: at the top dose GFP activation, usual class: activators. 280,000 compounds, 0.2% hits. AID 1865; also: potency is read from the fitted curve at half-maximal effect; % of control where 0% means no effect; nearly all actives have a fitted effect of over 60% in size
#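 Readout is the number of GFP-expressing murine LDR cells, counted by cytometry following washing. Cells were treated with compound for 30 h at 37 C; the stably integrated CMV-GFP locus is normally silent.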
# NPSR antagonist: blocks cAMP signaling of the human neuropeptide S receptor; Q6W5P4; CHO-NPSR cells, cAMP TR-FRET, antagonist mode; Potency, µM (series often up to 38.3 µM), without a hit: top-dose activity change, negative = inhibition, most hits filed as inhibitors; 220,000 compounds, 1% hits; also: potency is read from the fitted curve at half-maximal effect; % is scaled to controls: 0 for no effect and ±100 for the full control effect; nearly all actives have a fitted effect of over 50% in size; many of its hits are not listed in these tables
# Target sequence (Q6W5P4 whole entry, looked up): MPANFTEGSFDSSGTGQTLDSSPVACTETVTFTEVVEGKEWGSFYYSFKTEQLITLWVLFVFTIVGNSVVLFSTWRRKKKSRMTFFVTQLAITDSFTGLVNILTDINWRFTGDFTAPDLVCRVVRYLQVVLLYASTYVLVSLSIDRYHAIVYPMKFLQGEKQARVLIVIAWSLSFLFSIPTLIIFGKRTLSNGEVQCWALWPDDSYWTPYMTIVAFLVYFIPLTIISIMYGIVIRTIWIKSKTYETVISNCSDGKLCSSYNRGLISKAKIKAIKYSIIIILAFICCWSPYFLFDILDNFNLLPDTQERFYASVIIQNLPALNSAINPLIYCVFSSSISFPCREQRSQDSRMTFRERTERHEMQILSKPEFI
# Luc counter: Kinase-Glo luciferase inhibition (counter-screen). Q27757. Kinase-Glo luciferase, ATP luminescence, 8 min. Potency, µM (top dose mostly 38.3 µM), inactives show at the highest dose activity change, negative = inhibition, actives largely listed as inhibitors. 200,000 compounds, 0.28% hits; also: potency is read from the fitted curve at half-maximal effect; % is scaled to controls: 0 for no effect and ±100 for the full control effect; nearly all actives have a fitted effect of over 60% in size
#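 Substrate mix (final 50 mM imidazole pH 7.2, 50 mM KCl, 7 mM MgCl2, 10 uM ATP, 0.01% Tween 20, 0.05% BSA) plus pin-tool compound, then Kinase-Glo detection mix; 8 min ambient, luminescence read.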
# IMPase Li inh: IMPase inhibition in cells with lithium potentiation. Potency, µM (series often up to 59.4 µM), for the others: at the top dose activity, negative = IMPase inhibition, most hits filed as inhibitors. CHO-M1 cells, IP1 TR-FRET (IP-One), carbachol + lithium. 210,000 compounds, 0.35% hits. AID 1457;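 also: IP1 builds up when IMPase is blocked and the TR-FRET signal falls; potency is read from the fitted curve at half-maximal effect; plate controls were basal vehicle for no effect and high inhibitor control for full effect; nearly all actives have a fitted effect of over 50% in size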
#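 Readout is a homogeneous TR-FRET IP1 immunoassay (Ex 320, Em 665 and 620), where raised cytosolic IP1 lowers signal. Cells were CHO-M1 treated 30 min at 37C with test compounds plus a little lithium; AC50 values came from Hill-equation fitting.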
# Lamin A splicing: changes lamin A minigene splicing in HeLa cells; HeLa LMNA splicing GFP/RFP minigene ratio, 48 h; Potency, µM (top dose mostly 46.1 µM), inactives show at the top dose ratio change, negative = inhibition, usual class: inhibitors; AID 1487; 200,000 compounds, 0.01% hits; active = well fitted inhibition curve with a large enough effect in the signal ratio, with a control signal flat, not every such curve was filed as active; inconclusive = small, poorly fitted or top-dose-only effect, or effect the other way, or a change in a side signal; the % refers to the signal ratio; also: potency is read from the fitted curve at half-maximal effect; % is scaled to controls: 0 for no effect and ±100 for the full control effect
#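 S3 HeLa cells stably expressing lamin A-EGFP splicing minigene plus DsRed2, 600 cells/well, 48 h compound exposure at 37C. Laser-scanning cytometry; analysed as GFP (500-530 nm)/RFP (575-640 nm) total intensity ratio; 0.5% DMSO vehicle.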
# * marks the source's active call; other numbers are inactive results; ? = inconclusive; · = no result given; & = joins results of further samples; [ ] = another dose, or the depositor's remark. Unless noted, calls follow the shape of the dose curve; as a rule, active = well fitted curve in the direction sought with a large enough effect; inconclusive = small, poorly fitted or top-dose-only effect, or another doubt; inactive = no such curve, though single readings can be large; an effect the other way counts as inactive or inconclusive.
SMILES,CBFb-RUNX1 inh,HttQ103 aggreg,Epigenetic derep,NPSR antagonist,Luc counter,IMPase Li inh,Lamin A splicing
N#CC1(c2ccccc2)CCCN1C(=O)c1ccco1 (stereo not drawn),2.0%,-4.9%,-1.3%,3.0%[46.1 µM],14.6%,1.6%[38.3 µM],1.3%
COc1ccc(OC)c(CNn2c(-c3ccccc3F)nc3ccccc3c2=O)c1,-0.1%,2.4%,6.0%,-30.0%,2.1%,18.3%,·
COc1ccccc1N1CC(C(=O)Nc2cccc(C(=O)O)c2)CC1=O (stereo not drawn),2.6%,4.6%,0.7%,-6.7%[46.1 µM],9.9%,2.6%,7.0%
CCn1cc(CNCc2ccc(OCC(O)CN(C)Cc3ccccc3)cc2)cn1 (stereo not drawn),3.2%,5.4%[9.22 µM],2.5%,8.0%,-2.4%,15.8%,?
CCOC(=O)c1c(CN(C)C)n(-c2ccc(C)cc2)c2cc(Br)c(O)cc12,3.2%,16.6%,0.0%,-35.6%,-0.4%,-1.1%,7.1%
O=C(O/N=C1/CCSc2ccccc21)c1ccccc1,22.1%,-1.0%,-1.1%,-21.7%[46.1 µM],?,14.1%[38.3 µM],11.4%[0.0737 µM]
COCCNC(=O)NC(=O)COC(=O)c1cc([N+](=O)[O-])ccc1Sc1nc(C)cs1,-1.4%,-3.4%,-1.0%,-8.8%[46.1 µM],·,·,?
Cc1nn2c(C)c(C(=O)Nc3ccccc3)cnc2c1-c1ccccc1,8.2%,-6.0%[9.22 µM],0.0%,13.7%[7.67 µM],·,·,·
CC(=O)N1CCN(c2ncnc3sc(-c4ccccc4)cc23)CC1,1.6%,1.7%,0.1%,-43.3%,-0.9%,4.3%,·
CC(Sc1nnc2c(n1)C1(C)CCC2C1(C)C)C(=O)Nc1ccccc1 (stereo not drawn),-1.4%,16.1%,5.3%,-16.6%[46.1 µM],-2.5%,-0.4%[38.3 µM],-10.4%
Cc1ccc(CC(=O)NCC(c2ccco2)N(C)C)cc1C (stereo not drawn),-5.6%,-16.9%,6.2%,2.6%,-1.3%,6.5%,-0.7%[46 µM]
CC(C)c1ccccc1NC(=O)COC(=O)/C=C/c1cccc([N+](=O)[O-])c1,-3.7%,?,-1.0%,9.1%,1.9%,2.1%,-10.5%
Cc1[nH]c2ccccc2c1C(=O)CNc1nccs1,5.1%,-2.9%,-0.9%,21.2%[46.1 µM],8.8%,-14.4%,0.5%
Cc1nc(-c2ccccc2)sc1C(=O)O,-3.5%,21.2%,-1.7%,-15.4%,-5.5%,?,·
Cc1occc1-c1n[nH]c(=S)n1C,-0.7%,19.7%,0.4%,7.3%,-2.7%,1.0%,-20.0%[46 µM]
Cc1nc(N)[nH]c(=O)c1CCC(=O)OCC(C)C,-19.4%,-10.6%,-2.0%,-1.3%[46.1 µM],-0.4%,-11.6%,-1.7%
COC(=O)c1ccc(-c2ccco2)n1Cc1cc(C)ccc1C,-1.3%,-0.6%,0.1%,-22.8%[46.1 µM],-1.0%,8.5%[38.3 µM],-1.1%
N#C/C(=C\c1ccc(C#N)cc1)C(=O)N1CCCC1,-9.0%,19.5%,1.3%,1.8%,1.2%,5.9%,-33.3%[46 µM]
CC1=C(C#N)C(c2ccc(O)cc2)C2=C(CCCC2=O)N1 (stereo not drawn),0.1%,15.9%,-0.4%,11.3%,1.5%,5.3%,·
O=C(CCCc1c[nH]c2ccccc12)N1CCN(c2ccc(N3CCOCC3)nn2)CC1,-0.8%,14.4%,1.7%,-5.1%[46.1 µM],2.3%,13.9%[38.3 µM],0.8%
COc1ccc(/C=C/C(=O)NCc2ccc(F)cc2)cc1S(=O)(=O)N1CCOCC1,4.1%,-24.3%[9.22 µM],0.6%,-7.0%,·,·,·
CCOC(=O)C1CCCCN1Cc1cccc(OC)c1OC (stereo not drawn),1.1%,2.1%,-0.2%,-6.0%[46.1 µM],-4.6%,17.9%[38.3 µM],6.0%
Cc1cc(NC(=O)c2ccccc2)n(-c2ccccc2)n1,1.0%,6.4%[9.22 µM],-3.9%,-24.4%,1.2%,8.3%,1.7%[46 µM]
COC(=O)c1cc2occc2n1Cc1nc(-c2cccc(Cl)c2)oc1C,5.5%[2.36 µM],-17.0%,?,-4.1%,-0.6%,19.7%,2.6%
CN1C(=O)CC(N2CCN(C(=O)c3ccccc3)CC2)C1=O (stereo not drawn),9.1%,13.8%[9.22 µM],-0.2%,4.2%[46.1 µM],1.7%,4.6%[38.3 µM],1.1%

# The listing continues:
SMILES,CBFb-RUNX1 inh,HttQ103 aggreg,Epigenetic derep,NPSR antagonist,Luc counter,IMPase Li inh,Lamin A splicing
Cc1ccc(Nc2n[nH]c(C)c2[N+](=O)[O-])cc1,-8.7%,-11.9%,1.1%,22.1%,-0.6%,-0.9%,-15.9%
CN(C(=O)CSC1=Nc2ccccc2C2=NC(c3ccccc3)C(=O)N12)C1CCCCC1 (stereo not drawn),-2.1%,0.8%,5.6%,-16.7%[46.1 µM],-3.0%,25.4%[38.3 µM],-17.2%
COC(=O)c1ccc(N2CCN(S(=O)(=O)c3ccc(C)cc3)CC2)c([N+](=O)[O-])c1,-2.5%,-1.2%,-0.9%,-18.6%[46.1 µM],2.5%,0.4%,-11.8%
O=C(Nc1ccccc1C(=O)N/N=C/c1ccc(O)cc1)c1ccccc1,2.8%,13.7%[9.22 µM],5.2%,17.1%,·,·,·
Cc1nnsc1C(=O)N/N=C/c1ccccc1,9.8%,-1.6%,-2.0%,4.0%,-5.1%,1.5%,?
COc1ccc(CN(C(=O)Cn2nnc(-c3ccc(C)o3)n2)C(C(=O)NCC2CCCO2)c2ccco2)cc1 (stereo not drawn),-29.5%,-28.3%[9.22 µM],0.0%,4.9%,-7.2%,-5.3%,?
Cc1ccc(NC(=O)CSc2nccn2Cc2ccccc2)cc1C,0.6%,4.7%,-2.7%,-19.3%[46.1 µM],·,·,?
Cc1ccc(NC(=O)Cn2nc(-c3ccccc3Cl)ccc2=O)c(Br)c1,3.9%,-0.9%,2.1%,-14.8%,1.8%,-1.4%,7.1%[46 µM]
Cc1cccc(Nc2nc(NCc3ccco3)nc(N)c2[N+](=O)[O-])c1,-1.5%,15.1%[9.22 µM],5.4%,19.6%,·,·,?
COC(=O)c1ccccc1S(=O)(=O)N(CCCN1CCOCC1)Cc1cccs1,-3.0%,22.6%,0.0%,4.0%,1.5%,10.3%,7.8%
COC(=O)c1cccc(OCC(O)Cn2cnc3cc(C)c(C)cc32)c1 (stereo not drawn),-6.1%,-10.2%[9.22 µM],-2.7%,-26.7%[46.1 µM],8.0%,-4.7%[38.3 µM],?
O=C(c1cc(C(=O)NCCc2ccccc2)c(=O)n(CCc2ccccc2)c1)c1cc(Cl)ccc1O,-5.9%,?,-0.9%,-37.6%,0.2%,25.3%,?
COCCOC(=O)c1c(C)oc2ccc(NS(=O)(=O)c3ccc(F)cc3)cc12,7.2%,-14.5%[9.22 µM],-0.3%,-10.2%,·,·,·
COc1ccc(/C=C/c2nnc(NC(=O)C(C)(C)C)s2)cc1,21.1%,-17.0%[9.22 µM],1.0%,-21.9%,·,·,·
O=C(Nc1ccccc1F)c1ccn[nH]1,2.6%,4.9%,2.0%,2.2%,-4.8%,-0.6%,·
O=C(CNS(=O)(=O)c1cccc(C(F)(F)F)c1)Nc1ccccc1F,9.0%,-10.4%,0.0%,-5.1%[46.1 µM],-1.9%,6.0%,-8.9%
COc1ccc(C(CCN2CCCC(C)C2)c2c(OC)cc(OC)c3c(C)cc(=O)oc23)cc1 (stereo not drawn),-0.8%&7.9%,-9.6%[9.22 µM],-1.9%,-14.6%,·,·,·
COc1cc(C(=S)N2CCOCC2)ccc1OC(=O)Cc1ccc(F)cc1,6.3%,17.2%,1.0%,12.9%,2.2%,2.0%,3.2%
Cn1cnc([N+](=O)[O-])c1Sc1ncn[nH]1,1.4%,9.6%[9.22 µM],0.9%,-8.3%,·,·,·
CCc1c(C(C)=O)oc2ccc3c(C)cc(=O)oc3c12,-6.9%,8.1%[9.22 µM],-1.1%,-7.8%,·,·,-9.5%[46 µM]
CCC(=O)Nc1ccc2c(c1)nc1n2CCN(C2CCCCC2)C1,-9.6%,23.9%[9.22 µM],-0.9%,-19.3%,-0.6%,13.3%,-12.4%[46 µM]
CCOC(=O)CCCNC(=O)COC(=O)[C@@H]1CCCN1S(=O)(=O)c1ccc(Cl)cc1,-2.9%,-0.5%,-1.8%,-21.9%[46.1 µM],·,·,6.5%
Cc1ccc(S(=O)(=O)NCC2(c3ccccc3)CCOCC2)cc1,4.8%,-15.0%,1.1%,0.2%,3.4%,0.0%,·
Fc1ccc(NCc2cccnc2)cc1F,-0.9%,3.6%[9.22 µM],-0.2%,5.8%[46.1 µM],0.4%,35.7%[activator][38.3 µM],10.5%
Cc1ccccc1NC(=O)COc1ccc(Br)cc1C,23.1%,11.9%,0.0%,1.7%,-1.9%,-0.7%,?

# The list goes on (two carried over from the part before).
SMILES,CBFb-RUNX1 inh,HttQ103 aggreg,Epigenetic derep,NPSR antagonist,Luc counter,IMPase Li inh,Lamin A splicing
Fc1ccc(NCc2cccnc2)cc1F,-0.9%,3.6%[9.22 µM],-0.2%,5.8%[46.1 µM],0.4%,35.7%[activator][38.3 µM],10.5%
Cc1ccccc1NC(=O)COc1ccc(Br)cc1C,23.1%,11.9%,0.0%,1.7%,-1.9%,-0.7%,?
Cc1nn(C(C)C(=O)NCC2CCCO2)c(=O)c2cc3occc3n12 (stereo not drawn),0.1%,28.6%,-1.6%,11.7%[46.1 µM],-4.2%,-25.2%[38.3 µM],4.1%
COC(=O)c1[nH]c2ccc(C)cc2c1NC(=O)NC1CCCCC1,-1.6%,24.5%,1.4%,-5.1%[46.1 µM],-2.1%,28.2%[38.3 µM],-12.8%
CCCCNC(=O)OC(C)CNC(=O)Oc1cccc(C)c1 (stereo not drawn),-1.4%,16.6%,0.0%,-1.3%[46.1 µM],-0.6%,12.7%[38.3 µM],2.6%
COc1ccc(NC(=O)Nc2ncn(Cc3cccc(C(F)(F)F)c3)n2)cc1OC,-0.2%,-2.6%,1.1%,-19.1%[46.1 µM],3.6%,17.6%[38.3 µM],-16.5%
C=CCn1c(SCc2cccnc2)nnc1-c1ccncc1,-1.8%,2.2%,1.6%,3.4%[46.1 µM],-0.3%,5.8%[38.3 µM],-1.9%
CCCCN1C(=S)NC[C@@H]1c1ccccc1,8.6%,-3.6%[9.22 µM],-1.3%,-22.2%,·,-12.3%,·

# Bioassay records as filed in PubChem BioAssay.

# Only part of the results is shown; the hit share may differ from the screen's.
